# KDM5B inh: blocks human KDM5B histone demethylase activity. Q9UGL1. KDM5B demethylase, FDH-coupled NADH fluorescence (FDH is formaldehyde dehydrogenase). Potency, µM (doses to about 57.7 µM), for inactives: at the highest dose activity change, negative = inhibition, usual class: inhibitors. hit rate 2.6% among 220,000. AID 1347165; active = well fitted inhibition curve with a large enough effect; inconclusive = small, poorly fitted or top-dose-only effect; inactive = no such curve, though single readings can be large or run the other way; also: 0% is about no effect; nearly all actives have a fitted effect of over 70% in size
# Target sequence (Q9UGL1 whole entry, looked up): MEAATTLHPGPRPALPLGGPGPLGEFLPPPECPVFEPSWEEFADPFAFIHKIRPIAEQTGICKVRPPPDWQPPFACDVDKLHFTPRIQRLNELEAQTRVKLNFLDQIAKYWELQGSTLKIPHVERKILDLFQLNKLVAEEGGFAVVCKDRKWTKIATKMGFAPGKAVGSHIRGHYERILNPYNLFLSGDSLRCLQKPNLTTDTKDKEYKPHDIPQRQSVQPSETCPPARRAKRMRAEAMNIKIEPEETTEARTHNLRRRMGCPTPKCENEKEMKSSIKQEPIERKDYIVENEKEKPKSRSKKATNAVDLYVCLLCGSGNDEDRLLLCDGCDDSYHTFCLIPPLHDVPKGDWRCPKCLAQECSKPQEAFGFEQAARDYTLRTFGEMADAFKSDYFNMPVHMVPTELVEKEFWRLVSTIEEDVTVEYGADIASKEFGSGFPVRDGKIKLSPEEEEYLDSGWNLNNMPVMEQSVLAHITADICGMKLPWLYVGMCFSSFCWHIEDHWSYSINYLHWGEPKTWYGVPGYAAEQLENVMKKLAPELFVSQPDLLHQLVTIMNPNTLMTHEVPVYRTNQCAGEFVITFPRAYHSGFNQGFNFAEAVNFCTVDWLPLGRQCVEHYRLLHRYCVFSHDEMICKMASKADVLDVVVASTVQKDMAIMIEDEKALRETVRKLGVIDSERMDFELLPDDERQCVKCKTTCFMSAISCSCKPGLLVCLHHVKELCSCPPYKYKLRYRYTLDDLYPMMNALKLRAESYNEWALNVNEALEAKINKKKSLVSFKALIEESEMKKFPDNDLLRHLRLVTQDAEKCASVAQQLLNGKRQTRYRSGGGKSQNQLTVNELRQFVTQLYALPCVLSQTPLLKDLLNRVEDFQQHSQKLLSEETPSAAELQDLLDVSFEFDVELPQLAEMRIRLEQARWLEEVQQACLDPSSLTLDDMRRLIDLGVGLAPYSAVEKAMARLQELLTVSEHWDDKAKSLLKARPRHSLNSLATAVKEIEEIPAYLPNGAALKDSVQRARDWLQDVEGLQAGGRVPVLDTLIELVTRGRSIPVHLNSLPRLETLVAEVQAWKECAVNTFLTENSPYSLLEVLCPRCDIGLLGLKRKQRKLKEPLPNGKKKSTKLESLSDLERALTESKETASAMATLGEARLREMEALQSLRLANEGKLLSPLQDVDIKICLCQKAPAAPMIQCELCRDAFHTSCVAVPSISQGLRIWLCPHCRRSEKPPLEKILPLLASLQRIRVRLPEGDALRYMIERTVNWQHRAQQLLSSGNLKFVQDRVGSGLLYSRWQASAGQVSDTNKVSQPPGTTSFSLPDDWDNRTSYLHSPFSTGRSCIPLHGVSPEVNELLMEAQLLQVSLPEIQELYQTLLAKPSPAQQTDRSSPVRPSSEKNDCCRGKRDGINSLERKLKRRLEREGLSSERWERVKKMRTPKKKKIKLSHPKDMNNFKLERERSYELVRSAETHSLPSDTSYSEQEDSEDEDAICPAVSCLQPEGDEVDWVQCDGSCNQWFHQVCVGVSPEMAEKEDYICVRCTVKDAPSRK
#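 Coupled FDH/NAD⁺ fluorescence readout. KDM5BΔAP 200 nM final; compound titration, 10 min RT preincubation; substrate mix 12.5 µM H3K4me3, 25 µM 2-OG, 50 µM Fe(II), 100 µM ascorbate, 0.25 mM NAD⁺, 0.25 U/mL FDH; ΔRFU over 30 min.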
# Numbers without * were called inactive; ? = inconclusive; & = joins results of further samples; [ ] = remark or other dose. Potency is read from the fitted curve at half-maximal effect. Not all compounds are listed. The share of hits here may be higher or lower than overall.
smiles	KDM5B inh
CCOC(=O)N1CCc2c(sc3c2c(=O)n(Cc2ccccc2)c(=O)n3CC(=O)Nc2c(C)cccc2C)C1	-23%
COc1ccccc1-c1nc2c(c(SCC(=O)Nc3ccccc3F)n1)Cc1c(CO)cnc(C)c1O2	?
Cc1cc(C(=O)CSc2nnc(-c3ccncc3)n2-c2ccc(F)cc2)c(C)n1C1CC1	3%
Cc1ccc(CN2C(=O)NC3(CCCN(C(=O)c4ccc(C#N)cc4)C3)C2=O)cc1 (configuration not stated)	-6%
Cc1ccc(C(=O)NNC(=O)COC(=O)c2ccccc2SCc2ccc(C#N)cc2)cc1	15%
Cc1csc(CN(C)C(=O)c2cn(Cc3cccc4ccccc34)nn2)n1	21%
CSc1ccccc1NC(=O)CN(C)C(=O)Cn1[nH]c(=O)c2ccccc2c1=O	9%
COc1ccc2[nH]cc(CCNC(=O)c3cnn(-c4ccc(C)cc4)c3C3CCN(C(=O)OC(C)(C)C)CC3)c2c1	?
COC(=O)c1sc(-c2ccccc2)cc1NC(=O)c1cccc(F)c1	0%
O=C(O)CN1C(=O)NC2(CCCc3ccccc32)C1=O (configuration not stated)	-9%
CCC(C)(C)NS(=O)(=O)c1cc(-c2cc(C)no2)ccc1C	-29%
Cc1cc(C(=O)N2CCC(c3nnc(Cn4ccnc4)n3C)CC2)on1	14%
CN(Cc1ccc2ccccc2c1)C(=O)CCc1ncc(-c2ccccc2F)o1	7%
CCNC(=O)[C@@H]1C[C@H](N)CN1C(=O)[C@@H](C)c1ccc2cc(OC)ccc2c1	-17%
Cc1ccc(-n2nnnc2SCc2nc3ccccc3o2)c(C)c1	1%
CCc1cccc(NC(=O)C(c2ccccc2)N2Cc3ccccc3C2=O)c1 (configuration not stated)	5%&-27%
COc1ccccc1NC(=O)C1c2ccccc2C(=O)N(CC(C)C)C12CCCC2 (configuration not stated)	0%
CCN(c1ccccc1)S(=O)(=O)c1nnc(NC(=O)c2cccs2)s1	-12%
CCN1CCOC(=O)C1CC(=O)Nc1ccc(C)c(Cl)c1 (configuration not stated)	?
Cc1nn2c(c1-c1ccccc1Oc1ccccc1)N(C(=O)C(C)C)CCC2	-14%[86.2 µM]
Cc1cnc(C(=O)N(Cc2cccs2)C2CC2)cn1	23%
CC(C)NC(=O)c1nc(-c2cccnc2)c2cnccn12	35µM*
O=C(c1ccc2c(c1)N(Cc1ccc(F)cc1)C(=O)c1ccccc1S2(=O)=O)N1CCN(c2ccccn2)CC1	-19%
COc1ccccc1CNC(=O)CCCn1nc(C)c2sc3ccccc3c2c1=O	-14%
Cn1c(=O)c2c(nc(N3CCN(C(=O)/C=C/c4ccccc4)CC3)n2Cc2ccccc2)n(C)c1=O	-5%
COc1ccccc1C(=O)Nc1ccnn1C1CCN(Cc2cnn(C)c2)CC1	9%
O=C(N/C(=C\c1cccc(Br)c1)C(=O)N1CCCCC1)c1ccco1	2%
CCOc1ccc(Sc2cc(C(=O)NCCc3ccc(OC)c(OC)c3)c3ccccc3n2)cc1	-3%
O=C(Nc1ccc(C(=O)OCc2cc(=O)n3nc(C4CC4)sc3n2)cc1)c1ccc(F)cc1	11%
CC(C)(C)C(=O)NCCc1csc2nc(-c3ccc(F)cc3)nn12	16%
COc1ccccc1N1CCN(C(=O)c2cc(-c3ccc(C)c(F)c3)on2)CC1	-8%
OC[C@@H]1O[C@H](CNCc2cccc(Cl)c2)[C@H](N2CCN(c3ccc(F)cc3)CC2)[C@@H]1O	?
COc1cccc(C(=O)NCC(=O)N(C)CC(=O)Nc2cccc(F)c2)c1	0%
O=C(Nc1cccc(F)c1)Nc1cccc(-c2ccc(N3CCCCC3)nn2)c1	?
CCCOc1c(Br)cc(C(=O)N2CCN(c3ncccn3)CC2)cc1OC	-29%
CC(NC(=O)CCc1c[nH]c2ccccc12)c1ccco1 (configuration not stated)	14%
Cc1csc(/C(C#N)=C\c2cccc3c2OCCCO3)n1	-9%
O=C(NCc1ccc(F)cc1)c1ccc2c(O)c(S(=O)(=O)c3ccccc3)c(=O)[nH]c2c1	14%
CCOc1ccc(-c2nn(-c3ccccc3)cc2C2NC(=O)NC(C)=C2C(=O)OC)cc1 (configuration not stated)	6%
O=C(c1ccc(F)cc1F)N1CCC2(CC1)N=C(c1ccc(Cl)cc1)NO2	?

# Entries above with bromine (two):
smiles	KDM5B inh
O=C(N/C(=C\c1cccc(Br)c1)C(=O)N1CCCCC1)c1ccco1	2%
CCCOc1c(Br)cc(C(=O)N2CCN(c3ncccn3)CC2)cc1OC	-29%

# Additional structures follow.
smiles	KDM5B inh
O=C(O)c1[nH]c2ccc([N+](=O)[O-])cc2c1-c1ccccc1	1%
Cc1nc(C2CCN(C(=O)[C@H]3CNC[C@@H](C(=O)N4CCOCC4)C3)CC2)no1	26%
Cc1ccc(CNC(=O)CCC2CCN(S(=O)(=O)c3ccccc3)CC2)o1	?
CC(C)CCN(Cc1ccco1)C(=O)Cn1ncc2c([nH]c3ccccc32)c1=O	?
C=CCOc1ccc(C(=O)Nc2cccc(C)c2)cc1	-2%
c1ccc(OCc2nn3c(-c4ccncc4)nnc3s2)cc1	8%
O=C(c1cc(F)cc(Cl)c1)N1CCc2nc(-c3cccc(F)c3)[nH]c2C1	-16%
O=C1NCCN2CC3(CCN(S(=O)(=O)c4cccc5cccnc45)CC3)CC12 (configuration not stated)	?
CCc1cc(=O)oc2cc(OC(=O)c3ccco3)ccc12	193%[activator]
O=C(Cc1cccs1)N(Cc1cccs1)C1CC1	-6%
CN(C)c1cccc(C(=O)NNC(=O)c2cccc(Cl)c2)c1	2%
CCOc1ccc(NC(=O)c2cnc(SC)nc2C(F)(F)F)cc1	0%
Cc1ccc(S(=O)(=O)Nc2nc3ccccc3nc2Nc2cccc(F)c2)cc1	1%
COc1ccc(-c2nsc3c2NC(=O)CC3c2cc(OC)c3c(c2OC)OCO3)cc1 (configuration not stated)	3%
N#Cc1cccnc1NCCNC(=O)c1cnc(-c2ccccc2)nc1	-4%
CN1CCN(C(=O)c2cnn(-c3ccccc3)c2C2CCN(C(=O)OC(C)(C)C)CC2)CC1	-20%

# The last 6 entries of the section before come first, to join the parts.
smiles	KDM5B inh
CN(C)c1cccc(C(=O)NNC(=O)c2cccc(Cl)c2)c1	2%
CCOc1ccc(NC(=O)c2cnc(SC)nc2C(F)(F)F)cc1	0%
Cc1ccc(S(=O)(=O)Nc2nc3ccccc3nc2Nc2cccc(F)c2)cc1	1%
COc1ccc(-c2nsc3c2NC(=O)CC3c2cc(OC)c3c(c2OC)OCO3)cc1 (configuration not stated)	3%
N#Cc1cccnc1NCCNC(=O)c1cnc(-c2ccccc2)nc1	-4%
CN1CCN(C(=O)c2cnn(-c3ccccc3)c2C2CCN(C(=O)OC(C)(C)C)CC2)CC1	-20%
COc1ccc(C)cc1NC(=O)C(Sc1nnnn1C1CCCC1)c1ccccc1 (configuration not stated)	7%
CC(C)(C)c1ccc(C2(C)NC(=O)N(Cc3ncc(-c4ccccc4)o3)C2=O)cc1 (configuration not stated)	-13%
COc1ccccc1Oc1ccc(NC(=O)Cn2ncc3ccc(OC)c(OC)c3c2=O)cc1	-19%
Cc1n[nH]c(C)c1C(N)C(=O)N1CCCCCCC1 (configuration not stated)	-12%
O=C(O)C1CCc2nnc(C3CCCN(C(=O)c4ccc(C(F)(F)F)cc4)C3)n21 (configuration not stated)	-13%[115 µM]
CC(c1cccc(CN2CCC(CO)(CN3CCCC3)CC2)c1)N(C)C (configuration not stated)	-19%
CCCNC(=O)N1CCCC(Cc2ncc(C)n2Cc2ccccc2)C1 (configuration not stated)	-6%
CCOc1ccccc1/C=C/c1onc(C)c1S(=O)(=O)N1CCC(C(=O)N2CCCCC2)CC1	6%
COc1ccc(Cn2c(C3CCN(C(=O)c4ccc(F)cc4Cl)CC3)n[nH]c2=O)cc1	37%[activator]
Cc1ccc(NC(=O)C2CCN(S(=O)(=O)c3ccc(N4CCCC4=O)cc3)CC2)cc1Cl	6%
Cc1ccc2c(c1)N(C(=O)Cn1ccn3nc(-c4ccccc4)c(CO)c3c1=O)CCO2	9%
Cc1c(-c2ccccc2)c1=O	25%
O=C(c1ccc(C2SCCS2)cc1)N1CCN(Cc2ccccc2)CC1	1%
COC(=O)c1c(NC(=O)COc2cccc(C(F)(F)F)c2)sc2c1CCCC2	12%[11.5 µM]
COc1ccc(C2=NC3(CCCCCC3)N(CC(=O)Nc3ccc(C)c(C)c3)C2=O)cc1	-6%&-20%
Cc1ccc(NC(=O)CSc2nnc(CC3CCS(=O)(=O)C3)n2C)cc1 (configuration not stated)	20%
COc1ccc(NC(=O)c2sc3nc(C)c(C(=O)Nc4ccc(Cl)cc4)c(-c4ccc(Br)cc4)c3c2N)cc1	-8%
COc1ccc(Cl)cc1CN(C)C(=O)c1ccc2c(c1)CCCN2S(C)(=O)=O	19%
COc1ccc(C2Cn3nnc(-c4nc(-c5ccncc5)no4)c3CO2)cc1 (configuration not stated)	-12%
Cc1ccc(NC(=O)COC(=O)c2cc(=O)c3ccccc3o2)c(Br)c1	18%
CCOc1cccc2cc(-c3nc4sc5c(c4c(=O)[nH]3)CCC(C(C)(C)C)C5)c(=O)oc12 (configuration not stated)	1%
CC(C)CNC(=O)CSc1ncnc2ccccc12	14%
COc1ccc(Oc2ccc(C(F)(F)F)cc2N)cc1	12%
Cc1cc(C)c2nc(-c3ccccc3C)cc(C(=O)O)c2c1	?

# Single values from above.
# CC(C)CNC(=O)CSc1ncnc2ccccc12 in KDM5B inh = 14%
# CCOc1cccc2cc(-c3nc4sc5c(c4c(=O)[nH]3)CCC(C(C)(C)C)C5)c(=O)oc12 (configuration not stated) in KDM5B inh = 1%
# Cc1ccc(NC(=O)COC(=O)c2cc(=O)c3ccccc3o2)c(Br)c1 in KDM5B inh = 18%

# Going on with the list.
smiles	KDM5B inh
COc1ccc(-c2c(C)oc3cc(OC(=O)c4ccc5c(c4)OCO5)ccc3c2=O)cc1	-15%
C[N+]1(CC[N+]2(C)CCCCC2)CCCCC1	8%
CC(C)N1C(=O)C2(CCCC2)C1C(=O)N1CCc2ccccc21 (configuration not stated)	-7%
CC(C)c1ccc(C(=O)CC2(O)C(=O)N(CCc3ccccc3)c3ccc(Cl)cc32)cc1 (configuration not stated)	-25%
CCN1CCN(C(=O)Cn2c(-c3cccs3)cc3cc(Cl)ccc32)CC1	?
CC(=O)Nc1ccc(-n2cc3c(c2-c2ccc(C)cc2)c(=O)n(C)c(=O)n3C)cc1	?
O=S(=O)(c1ccc(Br)cc1Cl)N1CCNCC1	6%
O=C1CCN(C(=O)COc2ccc(F)cc2)CCCC(c2nc(-c3ccccc3)no2)CCN1 (configuration not stated)	37%[activator]
O=C(Nc1cccc2[nH]ccc12)C(=O)NC(c1ccccc1)c1ccccc1	1%
CCc1ccc(NC(=O)c2cc3n(n2)CC(c2ccc4c(c2)OCO4)OC3)cc1 (configuration not stated)	32µM*
Cc1ccc(Cn2ccsc2=NC(=O)COC(=O)c2ccc(O)cc2O)cc1	-3%
O=C1Nc2ccccc2OCC12CCN(Cc1ccc(OC(F)(F)F)cc1)CC2	-8%
CCc1noc(-c2cccn3c(CNC(=O)Cc4ccccc4C)nnc23)n1	25µM*
O=C(NCc1ccc(Cl)cc1)c1cccn2cncc12	?
Cc1csc(NC(=O)c2ccc(S(=O)(=O)N3CCN(C)CC3)cc2)n1	13%
CC(C)CNC(=O)N1c2ccccc2Sc2ccccc21	15%
CSC1=N/C(=C\C=C\c2ccco2)C(=O)S1	?
COc1cccc(N2CCN(C(=O)c3cc4c(s3)-c3ccccc3OC4)CC2)c1	?
O=Cc1[nH]c2ccccc2c1Cl	?
OC[C@@H]1O[C@H](CNCc2ccc(F)cc2)[C@H](N2CCOCC2)[C@@H]1O	?
CCN(CC)C(=O)c1sc2c(c1C)c(=O)n(Cc1ccccc1)c(=O)n2CC(=O)Nc1ccc(OC)cc1	2%
O=C(COc1ccc(F)cc1)Nc1nnc(SCc2cc(=O)n3ccccc3n2)s1	-15%
O=C(CCc1conc1-c1ccc(F)cc1)NCC1CCCO1 (configuration not stated)	12%
N=c1n(CCCOc2ccc(Br)cc2)c2ccccc2n1CC(N)=O	24%
Cc1cccc(NC(=O)C2CCN(S(=O)(=O)c3ccc4c(c3)CCCN4C(=O)C3CCC3)CC2)c1	-4%
CN(Cc1ccccc1)Cc1nc2c(c(=O)n(C)c(=O)n2C)n1Cc1ccc(F)cc1	-1%
CN1CCN(C(=O)C2CCCN(S(=O)(=O)c3cn(C)cn3)CCC(=O)NCC2)CC1 (configuration not stated)	-21%
COc1cccc(C(c2sc3nc(-c4ccco4)nn3c2O)N2CCC3(CC2)OCCO3)c1 (configuration not stated)	?
COc1ccccc1CCC(=O)Nc1cccc(S(=O)(=O)N2CCOCC2)c1	-18%
O=C(c1ccoc1)N1CCCC(c2nc(CCOCC3CCCC3)no2)C1 (configuration not stated)	-6%
COc1ccc(C(=O)Nc2cc3c(cc2C#N)OCO3)cc1S(=O)(=O)N1CCCCC1	15%
CC(NC(=O)CSc1n[nH]c(-c2ccccc2Cl)n1)c1nc2ccccc2n1C (configuration not stated)	-18%
CCN(CC)c1ccc(/C=C/c2ccc3ccc(OC)cc3[n+]2CC)cc1	-10%
NC(=O)c1ccccc1NC(=O)c1ccc2ccccc2n1	4%
O=C(c1ccccc1F)N1CCCC(c2nn(-c3ccc(Cl)cc3)c(=O)[nH]2)C1 (configuration not stated)	17%
